Assay outcomes as filed in PubChem BioAssay.
GSK3B inh – blocks human GSK3beta kinase activity | P49841 | GST-GSK3beta kinase, ADP-Glo luminescence, 60 min; stronger effect = lower value | activity score (negative = inhibition), % at 10 µM | 300,000 tested, 0.038% active | AID 2097;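 active = more than half of replicate wells score below -50%, meaning over 50% inhibition versus plate controls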;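 also: 0% = median DMSO wells and -100% = median GW8510 positive control wells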
Target sequence (P49841 whole entry, looked up): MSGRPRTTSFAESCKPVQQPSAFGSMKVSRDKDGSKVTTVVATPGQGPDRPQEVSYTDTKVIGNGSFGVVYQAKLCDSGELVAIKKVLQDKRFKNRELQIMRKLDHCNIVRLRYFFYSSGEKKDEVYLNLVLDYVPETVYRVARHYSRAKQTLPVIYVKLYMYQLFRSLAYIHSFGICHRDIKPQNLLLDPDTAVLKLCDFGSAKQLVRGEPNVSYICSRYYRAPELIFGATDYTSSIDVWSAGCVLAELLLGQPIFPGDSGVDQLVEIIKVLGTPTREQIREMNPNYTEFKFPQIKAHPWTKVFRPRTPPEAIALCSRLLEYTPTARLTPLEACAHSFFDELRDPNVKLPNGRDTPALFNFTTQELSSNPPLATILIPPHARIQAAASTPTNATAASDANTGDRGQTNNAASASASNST
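Test system: GST-tagged human GSK3beta kinase, cell-free; evaluation: activity score scaled between in-plate DMSO and GW8510 controls; measured by: ADP-Glo luminescence; incubation: 60 min reaction, RT; benchmarks: DMSO and 20 µM GW8510; reagent: peptide substrate plus 25 µM ATP (final); medium: Tris/MgCl2 kinase buffer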
RGS4 block – inhibitors of human RGS4; P49798; HEK293 M3R/RGS4 inducible, Fluo-4 calcium flux; stronger effect = higher value; triggered by carbachol at its EC20; B-score at 10 µM; 310,000 tested, 0.45% active;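 active = B-score, a plate-corrected calcium signal, over three deviations above library mean, with baseline fluorescence within five deviations of library mean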;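 also: RGS4 expression induced by doxycycline in cells with stable M3 receptor; B-score is computed from the integrated fluorescence ratio over baseline after carbachol; higher B-score means a larger calcium signal and so more RGS4 inhibition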
Target sequence (P49798 whole entry, looked up): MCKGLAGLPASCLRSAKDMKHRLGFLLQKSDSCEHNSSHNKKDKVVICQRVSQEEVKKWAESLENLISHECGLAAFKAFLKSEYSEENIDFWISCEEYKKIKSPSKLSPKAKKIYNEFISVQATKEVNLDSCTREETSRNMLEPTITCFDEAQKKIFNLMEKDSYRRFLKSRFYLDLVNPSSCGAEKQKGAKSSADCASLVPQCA
KCNQ1 pot – human KCNQ1 channel potentiation or activation; P51787; CHO-K1 KCNQ1, thallium flux FluxOR fluorescence; stronger effect = higher value; B-score at 10 µM; 310,000 tested, 0.35% active;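 active = fluorescence ratio B-score, a plate-corrected score, at least three library SD, with initial intensity B-score within 5 SD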
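Doses: Single concentration per compound, DMSO matched to controls | Test system: KCNQ1-transfected CHO-K1 cells | Timing: 90 min dye loading and 20 min compound exposure, both at room temperature | Measured by: Kinetic FluxOR thallium fluorescence, 10-s 1-Hz baseline, 110-s post-stimulus read | Medium: Assay buffer with matched DMSO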
RGS4 pot – potentiators or activators of RGS4 | B-score at 10 µM | HEK293 M3R/inducible RGS4, carbachol calcium flux Fluo4; stronger effect = lower value | 310,000 tested, 0.92% active;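 active = B-score of the integrated calcium signal more than 4 SD below the library mean, with starting fluorescence not abnormally high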;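 also: negative B-score means reduced calcium response which marks RGS4 activation or potentiation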
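Assay system: Inducible-RGS4 HEK293 cells carrying M3 receptor | Schedule: Compound preincubation 20 min at room temperature before agonist | Signal: Kinetic calcium fluorescence imaging with Fluo4-AM dye, 2 µM | Read-out basis: B score from integrated fluorescence ratio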
KCNK9 inh – human KCNK9 channel inhibition; Q9NPC2; HEK293 KCNK9, FluxOR thallium flux fluorescence; stronger effect = lower value; AID 488922; 310,000 tested, 1.2% active; B-score at 10 µM;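 active = ratio B-score over 3 SD below the library mean, with starting fluorescence within 5 SD of its mean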;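 also: negative B-score means less thallium flux so channel inhibition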
hERG protect – compounds protecting human hERG from proarrhythmic drug block; Q12809; CHO-hERG, FluxOR thallium flux, dofetilide IC70 present; activation (rescue from dofetilide block), less the hit threshold, % at 10 µM; 310,000 tested, 0.51% active; AID 1511;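 active = activation above the mean of controls blocked by dofetilide plus 5 SD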;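 also: thallium influx through hERG after potassium depolarization seen as dye fluorescence rise; in these data hits start at about 4.7%; inactives centre near -7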
KCNQ1 inh – human KCNQ1 channel inhibition; CHO-K1 KCNQ1, FluxOR thallium flux fluorescence; stronger effect = higher value; B-score at 10 µM; 310,000 tested, 1.3% active; AID 2642;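 active = compounds whose thallium flux B-score, printed positive for inhibition, exceeds three library SD while starting fluorescence stays within three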;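 also: channel opened by potassium depolarization with thallium stimulus after 20 min compound exposure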
PolyA inhibitor – yeast polyadenylation inhibition; S. cerevisiae SKY197-pL101 polyadenylation reporter, beta-gal luminescence; efflux-impaired pdr1/pdr3 knockout yeast; score 100 = 6 SD above DMSO; calls only at 12 µM; 300,000 tested, 0.02% active; AID 1875;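 active = lowest replicate activity score at least 50, where 100 means six control SD above control mean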;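 also: yeast exposed to compound for 9 h at 30 °C; higher score means more reporter readthrough which indicates perturbed polyadenylation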
DYRK1A inh – inhibitors of rat Dyrk1A kinase. ADP-Glo luminescence, NFATc1 peptide. 310,000 tested, 0.43% active. inhibition, % at 12.5 µM; in the data active = inhibition above about 50%;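 also: plate controls were vehicle with enzyme for no effect and no enzyme for full effect; many of its hits are not listed in these tables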
GSK3A inh – inhibitors of human GSK-3 alpha kinase; P49840; ADP-Glo luminescence, 60 min; inhibition, % at 10 µM; 320,000 tested, 0.1% active;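 in the data active = inhibition above about 50%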;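 also: GST-tagged GSK-3 alpha with peptide substrate and 25 µM ATP; 0% = DMSO neutral wells and 100% = GW8510 positive control wells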
Target sequence (P49840 whole entry, looked up): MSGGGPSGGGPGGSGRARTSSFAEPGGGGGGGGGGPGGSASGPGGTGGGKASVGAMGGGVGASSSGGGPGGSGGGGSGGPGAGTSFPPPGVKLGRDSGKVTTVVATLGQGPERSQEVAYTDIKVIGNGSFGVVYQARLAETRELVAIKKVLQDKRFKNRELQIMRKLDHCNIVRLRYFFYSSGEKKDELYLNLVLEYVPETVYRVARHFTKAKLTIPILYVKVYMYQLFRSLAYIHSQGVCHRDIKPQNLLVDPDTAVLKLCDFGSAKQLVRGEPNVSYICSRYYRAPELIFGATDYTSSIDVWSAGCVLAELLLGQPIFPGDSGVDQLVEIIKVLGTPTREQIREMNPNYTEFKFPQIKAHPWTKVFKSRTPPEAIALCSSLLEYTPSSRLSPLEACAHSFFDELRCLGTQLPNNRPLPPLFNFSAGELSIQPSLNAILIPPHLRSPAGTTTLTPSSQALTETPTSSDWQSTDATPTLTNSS
KCNK3 inh – human KCNK3 channel inhibition, primary screen; 340,000 tested, 0.84% active; B-score at 10 µM; O14649; CHO-KCNK3 thallium flux, FluxOR fluorescence; stronger effect = lower value; AID 602410;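 active = B-score under library mean minus 4 SD, starting fluorescence ratio at most library mean plus 5 SD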;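 also: more negative B-score means stronger inhibition of thallium flux through KCNK3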
* hit, by the source's call; i = inactive; . = no result given.

SMILES	GSK3B inh	RGS4 block	KCNQ1 pot	RGS4 pot	KCNK9 inh	hERG protect	KCNQ1 inh	PolyA inhibitor	DYRK1A inh	GSK3A inh	KCNK3 inh
COc1ccccc1CCNC(=O)C(=O)NCC1OCCN1S(=O)(=O)c1cc(F)ccc1F (configuration not stated)	-0.6	i	i	i	i	-14.6	i	i	4.4	-1.4	i
CC(=O)c1cc(C#N)c(N(C)Cc2ccccc2)nc1C	-1.2	i	i	i	i	-7.3	i	i	-2.6	-1.4	i
N#C/C(=C\c1cn(Cc2ccccc2F)c2ccccc12)C(=O)NCc1ccco1	3.6	i	i	i	i	-3.8	i	i	-7.7	-2.0	i
CCC(CC)Nc1ccc(C(CC(N)=O)NC(=O)Cc2ccc(Br)cc2)cc1[N+](=O)[O-] (configuration not stated)	-0.6	i	i	i	i	-3.1	i	i	-0.9	-0.9	i
N#Cc1c(N2CCOCC2)nsc1-c1ccccc1	-1.5	i	i	i	i	-2.5	i	i	2.9	-2.3	i
Cc1ccc(-n2nc(C)c3c(C)c(CCC(=O)O)c(C)nc32)cc1	-2.8	i	i	i	i	0.0	i	i	6.2	-0.1	i
C/C(=N/Oc1nc(C)cc(C)n1)c1ccc(F)cc1	-23.8	i	i	i	i	-8.4	i	i	4.3	-0.3	i
C=C1CSc2nc(=O)c3c(C)c(C)sc3n21	-2.1	i	i	i	i	-6.3	i	i	4.3	.	i
CCCOc1ccc(CNC(=O)Cc2cccs2)cc1	-4.7	i	i	i	i	-11.1	i	i	-1.3	-1.0	i
O=C(O)c1cc([N+](=O)[O-])ccc1N1CCC(Cc2ccccc2)CC1	3.3	i	i	i	i	-7.7	i	i	-1.6	-4.4	i
CCCCc1c(C)nc2cc(-c3ccco3)[nH]n2c1=O	1.0	i	i	i	i	-6.6	i	i	29.0	4.2	i
CN(c1ccccc1C(N)=O)S(=O)(=O)c1ccccc1	-1.5	i	i	i	i	-7.4	i	i	1.3	3.0	i
Cc1cc(Nc2ccccc2C(=O)O)nc2nc3ccccc3c(=O)n12	1.5	i	i	i	i	-12.2	i	i	10.6	-2.6	i
O=[N+]([O-])c1cc(-c2ccc(/C=N/n3cnnc3)o2)ccc1Cl	-1.8	i	i	i	i	-9.3	i	i	.	-1.9	i
O=C(CSc1nnc(CNC(=O)c2c(F)cccc2F)o1)Nc1ccc2c(c1)OCO2	0.5	i	i	i	i	-5.0	i	i	-3.0	-3.2	i
CN1CCCN(C(=O)c2cc(=O)[nH]c3ccccc23)c2nc3ccccc3nc21	-2.3	i	i	i	i	-22.3	i	i	-1.3	1.9	i
CCOc1ccc2oc(C(=O)N(CC)CC(=O)Nc3c(F)cccc3F)c(C)c2c1	1.5	i	i	i	i	-11.5	i	i	4.9	-1.4	i
CN1CCN(C2=C(Cl)C(=O)N(c3ccc(Cl)c(Cl)c3)C2=O)CC1	-0.9	i	i	i	i	-11.3	i	i	-4.0	.	i
Cc1cc(C)n(CCCN2C(=O)c3cccc4cccc(c34)C2=O)n1	1.3	i	i	i	i	-3.3	i	i	2.6	-1.6	i
CCCCSc1nc2sc3c(c2c(=O)n1-c1ccc(C)cc1)CCN(C)C3	-1.8	i	i	i	i	-8.4	i	i	-67.6	4.0	i
Cc1ccc2c(c1)N(C(C)C(=O)NCc1ccc3c(c1)OCO3)C(=O)CO2 (configuration not stated)	-1.2	i	i	i	i	-6.2	i	i	-2.5	-0.3	i
CC(=O)c1ccc(C(=O)N2CCCC(C(=O)c3ccc(Cl)cc3)C2)s1 (configuration not stated)	3.3	i	i	i	i	-1.3	i	i	2.3	1.1	i
Nc1cc(S(=O)(=O)N2CCCCC2)ccc1Oc1ccccc1	-2.6	i	i	i	i	-22.4	i	i	2.1	-2.3	i
COC(=O)c1cccc(-n2[nH]nnc2=S)c1	0.3	i	i	i	i	-7.5	i	i	39.1	-1.6	i
Cc1ccccc1Cn1cc(NC(=O)COc2ccccc2)cn1	-3.3	i	i	i	i	-5.1	i	i	-4.4	-1.3	i
CC(=O)c1ccc(NC(=O)N2CCN(c3cccc(Cl)c3)CC2)cc1	-1.2	i	i	i	i	-21.9	i	i	-4.6	-3.0	i
Cn1c(=O)cc(OCCCC(=O)NCc2cccnc2)c2ccccc21	3.8	i	i	i	i	-2.4	i	i	-2.8	0.2	i
CC(=O)C1=C(O)C(=O)N(Cc2ccccc2)C1c1ccccc1F (configuration not stated)	2.0	i	i	i	i	-7.5	i	i	-2.3	1.5	i
COc1ccc(C(=O)C2CCCN(C(=O)CCc3scnc3C)C2)c(C)c1 (configuration not stated)	2.6	i	i	i	i	-9.9	i	i	-2.3	-1.0	i
COC/C=C/C1=CC2=CC(=O)C(C)(OC(=O)c3cnc4ccccc4n3)C(=O)C2=CN1c1ccc(OC)cc1 (configuration not stated)	-0.6	i	i	i	i	-7.1	i	i	5.1	.	i
CN(C)C(=O)COc1ncnc2scc(-c3ccc(F)cc3)c12	.	i	i	i	i	-6.6	i	i	.	-1.4	i
CC(=O)c1cc(CN2CCC(n3nccc3NC(=O)c3ccccc3)CC2)cs1	0.6	i	i	i	i	-4.6	i	i	-3.2	-2.7	i
Cc1nc(SCC(=O)Nc2ccccc2Cl)oc1C	2.5	i	i	i	i	-5.7	i	i	5.4	-0.9	i
Cc1cc(S(=O)(=O)NCC(c2ccc(F)cc2)N2CCN(C)CC2)ccc1F (configuration not stated)	-1.3	i	i	i	i	-14.3	i	i	-8.7	0.2	i
Nc1c(-c2ccccc2)sc2ccc3ccccc3[n+]12	-0.9	i	i	i	i	-6.2	i	i	4.2	0.3	i
O=S(=O)(Nc1ncccn1)c1ccccc1	3.3	i	i	i	i	-3.0	i	i	-0.4	0.0	i
CCOC(=O)C(Oc1ccc2c(-c3ccc(OC)cc3)cc(=O)oc2c1C)c1ccccc1 (configuration not stated)	-0.8	i	i	i	-11*	-4.9	i	i	6.3	5.2	i
O=[N+]([O-])c1ccc(OCC(O)CN(C2CCCCC2)C2CCCCC2)cc1 (configuration not stated)	2.1	i	i	i	i	-20.2	i	i	-4.9	-1.1	i
Cc1cccc(Nc2nnc(SCC(=O)NC(=O)Nc3ccc4c(c3)OCCO4)s2)c1	-15.9	i	i	i	i	-3.9	i	i	-3.7	-2.0	i
Cc1cccc(C)c1NC(=O)NC1CCc2ccccc21 (configuration not stated)	2.0	i	i	i	i	-7.9	i	i	3.2	-1.4	i
COc1ccc(CN2C(=O)c3c(c(C)n(C)c3C)C2C(=O)NC2CCC(C)CC2)cc1 (configuration not stated)	0.4	i	i	i	i	-9.2	i	i	.	-3.2	i
COc1ccc(CC(=O)Oc2ccc(F)cc2)cc1	-17.0	i	i	i	i	-1.3	i	i	.	-2.0	i
CC(C)c1nc(=S)n(-c2ccccc2)[nH]1	3.0	i	i	i	i	-4.5	i	i	4.1	.	i
O=C(NCC(c1ccco1)N1CCOCC1)c1ccc(C(F)(F)F)cc1 (configuration not stated)	2.4	i	i	i	i	-6.0	i	i	-3.2	1.3	i
Cc1nc([N+](=O)[O-])cn1CC(=O)Nc1ccc(Cl)cc1	3.0	i	i	i	i	-3.4	i	i	11.5	-1.0	i
CCOC(=O)N1CCC(N2C(=O)c3ccccc3C2Nc2ccc(S(=O)(=O)N3CCOCC3)cc2)CC1 (configuration not stated)	0.6	i	i	i	i	-12.0	i	i	-1.6	-1.5	i
O=C(CCc1n[nH]c(=O)[nH]c1=O)N/N=C/c1ccc(Br)o1	-2.3	i	i	i	i	-4.5	i	i	-9.1	2.5	i
CCC(C)C(NC(=O)c1ccc(Cl)cc1Cl)C(=O)O (configuration not stated)	3.2	i	i	i	i	-12.2	i	i	-7.8	-2.7	i
O=C(CN1CCN(CC(=O)Nc2ccccc2F)CC1)Nc1ccc2c(c1)OCCO2	3.2	i	i	i	i	-6.0	i	i	6.1	-2.6	i
O=C(CSc1nc2ccc(Cl)cc2[nH]1)NCCc1ccccc1	-5.3	i	i	i	i	-4.4	i	i	1.0	10.9	i
COc1ccccc1C(=O)OCn1nnc2ccccc2c1=O	0.5	i	i	i	i	-15.2	i	i	-1.6	0.4	i
O=C(COc1ccccc1F)N1CCN(S(=O)(=O)/C=C/c2ccccc2)CC1	1.5	i	i	i	i	-5.5	i	i	-9.7	-5.5	i
CCNc1ccc(C(=O)O)cc1N	5.9	i	i	i	i	-8.8	i	i	-0.4	0.9	i
O=C(NCC1CCN(c2ccc(S(=O)(=O)N3CCOCC3)cc2)CC1)c1cccc(Cl)c1	-0.3	i	i	-8.05*	i	-4.4	i	i	0.9	-1.0	i
O=C(O)c1cc2ncc(-c3[nH]ncc3[N+](=O)[O-])cn2n1	2.7	i	i	i	i	-6.6	i	i	-0.6	4.4	i
COc1cc(-c2cc(-c3ccc(O)cc3)nc(N)c2C#N)ccc1O	-12.3	i	i	i	i	-11.3	i	i	16.5	16.2	i
c1ccc2c(Nc3nncs3)c3ccccc3nc2c1	2.0	i	i	i	i	-7.0	i	i	8.6	3.3	i
Nc1c(C(=O)c2ccco2)oc2ccccc12	-4.7	i	i	i	i	-15.1	i	i	.	1.4	.
COc1cc(CN2CCc3ccc(NC(=O)CCc4ccccc4OC)cc3C2)ccc1O	-1.2	i	i	i	i	-18.2	i	i	2.6	-1.4	i
CCOc1ccc(CCNC(=O)c2cc([N+](=O)[O-])ccc2N2CCOCC2)cc1OCC	-0.4	i	i	i	i	-7.0	i	i	-2.4	-1.5	i
(more compounds)
SMILES	GSK3B inh	RGS4 block	KCNQ1 pot	RGS4 pot	KCNK9 inh	hERG protect	KCNQ1 inh	PolyA inhibitor	DYRK1A inh	GSK3A inh	KCNK3 inh
CCn1c(=NC(=O)CSC(C)=O)sc2ccccc21	2.2	i	i	i	i	-0.7	i	i	10.7	1.2	i
O=Cc1cnc2ccccc2c1-c1ccccc1	1.5	i	i	i	i	3.6	i	i	4.1	-0.7	i
CCOc1ccc(-n2c(C)cc(/C=N/Nc3nc(C)cc(=O)[nH]3)c2C)cc1	0.5	i	i	i	i	-19.1	i	i	5.7	0.8	i
COc1ccc(NS(=O)(=O)c2ccc(Cl)c(C(=O)O)c2)cc1S(=O)(=O)N1CCCCC1	3.8	i	i	i	i	-0.6	i	i	-5.5	-2.7	i
COC(=O)CSc1nccc(-c2ccc(F)cc2)c1C#N	1.3	i	i	i	i	-17.0	i	i	-0.9	-1.5	i

Some of the compounds tested. The share of hits here may be higher or lower than overall.
